APP 5UTR inh: APP translation inhibition | SH-SY5Y APP 5'UTR-luciferase reporter, luminescence | inhibition, % at 2 µM | 0.82% of 190,000 active | AID 1285;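 active = inhibition above a set limit, derived from the sample mean plus 3 SD, cut at about 45% in these data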; also: values of inactives mirror those of a sister screen read the other way
APP 5'UTR act: APP 5'UTR luciferase reporter activation | SH-SY5Y APP 5'UTR luciferase reporter, luminescence; zero percent = DMSO vehicle wells | activation, % at 2 µM | 1% of 190,000 active;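 active = activation above a set limit, based on mean plus 3 SD of controls, cut at about 140% in these data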; also: values of inactives mirror those of a sister screen read the other way
STAT3 inh: inhibitors of IL-6 induced STAT3 signaling. U3A cells, IL-6 STAT3-luciferase reporter, luminescence; host cell line lacks STAT1. inhibition, % at 5.5 µM. 0.89% of 190,000 active. AID 862;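 active = inhibition above the mean inhibition across all screened compounds plus 3 SD, cut at about 44% in these data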;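 also: 0% = DMSO only wells and 100% = 100 µM nifuroxazide control wells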
STAT1 activator: activators of IFN-gamma induced STAT1 signaling; NIH 3T3 STAT1-luciferase reporter, luminescence; 100% = IFN-gamma alone, no compound; activation (% of control), % at 5.5 µM; 2.6% of 200,000 active; AID 932;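 active = activation above the screen-wide mean activation plus 3 SD, cut at about 130% in these data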;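 also: raw ratio to IFN-gamma control signal so 100% means no change and 0% no light; values of inactives mirror those of a sister screen read the other way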
STAT1 inh: inhibitors of IFN-gamma induced STAT1 signaling. 0.35% of 200,000 active. inhibition, % at 5.5 µM. NIH 3T3 STAT1-luciferase reporter, luminescence;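 active = inhibition above a set limit, the mean inhibition across all tested compounds plus 3 SD, cut at about 34% in these data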;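 also: 0% = IFN-gamma with DMSO and 100% = IFN-gamma with 300 µM nifuroxazide; values of inactives mirror those of a sister screen read the other way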
Hsp70 activator: Hsp70 transcriptional activation, primary screen; HeLa Hsp70 promoter luciferase reporter, luminescence; scaled: vehicle 0, proteasome-inhibitor control 100%; activation, % at 10 µM; 0.04% of 200,000 active; AID 1203;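 active = activation above the mean across all tested compounds plus 3 SD, cutoff set per campaign, cut at about 5.5% in these data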;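 also: 100% = MG132 at 30 µM as the positive control and 0% = DMSO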
STAT3 activator: STAT3 signaling activation; activation (% of control), % at 5.6 µM; U3A cells, IL-6 STAT3-luciferase reporter, luminescence; 100% = signal with IL-6 EC80 alone; 0.91% of 190,000 active;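 active = activation above the screen-wide mean of compound activation plus 3 SD, cut at about 130% in these data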;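 also: 0% = background luminescence of wells with medium and substrate only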
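Material: human U3A cells carrying STAT3-luciferase construct. Measured by: reporter luminescence signal. Timing: compound 1 h, then IL-6 6 h at 37 °C.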
NF-kB expr up: NF-kB expression increase, human neuronal cells; NF-kB reporter expression; stronger effect = higher value; fold change at 12.5 µM; 1.6% of 190,000 active; in the data active = fold change above about 3.3
RAM inhibit: inhibitors of the yeast RAM network; 1.8% of 190,000 active; inhibition, % at 50 µM; S. cerevisiae dse1pr::URA3 reporter, 5-FOA growth OD615, 2 d; analog-sensitive cbk1-as2 kinase mutant strain;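 active = inhibition above a set limit, 3 SD over mean compound inhibition, cut at about 8.4% in these data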;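 also: 0% = DMSO-only wells with no growth and 100% = 10 µM 1-NA-PP1 full growth; inhibition rescues growth on 5-FOA so higher OD means more RAM inhibition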
FLuc inh counter: counter-screen for luciferase assay inhibitors: firefly luciferase inhibition. 1.5% of 200,000 active. P08659. ATPLite firefly luciferase biochemical luminescence, 10 min. inhibition, % at 10 µM;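 active = inhibition above about 50% when tested at 10 µM, limit read from the data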
Target sequence (P08659 whole entry, looked up): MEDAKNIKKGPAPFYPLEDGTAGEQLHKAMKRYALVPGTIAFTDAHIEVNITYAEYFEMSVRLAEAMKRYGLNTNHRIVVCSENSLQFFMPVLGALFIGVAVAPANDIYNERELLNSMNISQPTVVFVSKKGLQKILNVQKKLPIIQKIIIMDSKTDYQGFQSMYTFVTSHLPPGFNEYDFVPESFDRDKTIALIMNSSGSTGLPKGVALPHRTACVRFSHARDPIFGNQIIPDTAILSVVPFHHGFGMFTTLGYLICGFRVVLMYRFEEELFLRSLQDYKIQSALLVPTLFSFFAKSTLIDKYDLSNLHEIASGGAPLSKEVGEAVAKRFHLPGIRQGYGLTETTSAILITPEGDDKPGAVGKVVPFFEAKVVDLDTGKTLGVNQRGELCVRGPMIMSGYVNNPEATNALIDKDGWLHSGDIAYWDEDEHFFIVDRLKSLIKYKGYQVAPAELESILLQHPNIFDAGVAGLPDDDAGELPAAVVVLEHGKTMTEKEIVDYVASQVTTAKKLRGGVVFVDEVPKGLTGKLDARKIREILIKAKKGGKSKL
Numbers without * were called inactive.

Results for Cc1cc(C)c2[nH]c(=O)c(CN(Cc3ccc4c(c3)OCO4)Cc3nnnn3C3CCCC3)cc2c1 ?
APP 5UTR inh: -14; APP 5'UTR act: 14; STAT3 inh: -2; STAT1 activator: 98; STAT1 inh: 2; Hsp70 activator: 0.0; STAT3 activator: 103; NF-kB expr up: 0.62; RAM inhibit: 5.3; FLuc inh counter: -8

What do the screens show for `COCCCNC(=O)c1c(-c2ccccc2)noc1C`?
APP 5UTR inh: 11; APP 5'UTR act: -11; STAT3 inh: -1; STAT1 activator: 101; STAT1 inh: -1; Hsp70 activator: -0.2; STAT3 activator: 105; NF-kB expr up: 1.1; RAM inhibit: 0.3; FLuc inh counter: -7

What do the screens show for `CCOc1ccc(NC(=O)CCN2CCN(c3ccccc3)CC2)cc1`?
APP 5UTR inh: -11; APP 5'UTR act: 11; STAT3 inh: 4; STAT1 activator: 100; STAT1 inh: 0; Hsp70 activator: -0.1; STAT3 activator: 98; NF-kB expr up: 1.3; RAM inhibit: 0.6; FLuc inh counter: -4

How did CCN1CCN(C(=O)C(=O)c2c(C)[nH]c3ccccc23)CC1 do in these assays?
APP 5UTR inh: -11; APP 5'UTR act: 11; STAT3 inh: 1; STAT1 activator: 98; STAT1 inh: 2; Hsp70 activator: -0.2; STAT3 activator: 101; NF-kB expr up: 1.2; RAM inhibit: 1.0; FLuc inh counter: -3

How did Nn1cnnc1SCC(=O)Nc1ccc2c(c1)OCO2 do in these assays?
APP 5UTR inh: -16; APP 5'UTR act: 16; STAT3 inh: 6; STAT1 activator: 100; STAT1 inh: 0; Hsp70 activator: 0.0; STAT3 activator: 102; NF-kB expr up: 0.87; RAM inhibit: -1.0; FLuc inh counter: -4

How did CCC(=O)Nc1ccc2ccccc2c1 do in these assays?
APP 5UTR inh: -14; APP 5'UTR act: 14; STAT3 inh: -1; STAT1 activator: 104; STAT1 inh: -5; Hsp70 activator: 0.0; STAT3 activator: 101; NF-kB expr up: 1.2; RAM inhibit: 0.8; FLuc inh counter: 1

Results for O=C(NCc1ccc2c(c1)OCO2)C1CC(=O)N(CCc2ccccc2)C1 (stereo not drawn) ?
APP 5UTR inh: 6; APP 5'UTR act: -6; STAT3 inh: 11; STAT1 activator: 100; STAT1 inh: 0; Hsp70 activator: -0.1; STAT3 activator: 98; NF-kB expr up: 1.1; RAM inhibit: 1.1; FLuc inh counter: -1

What do the screens show for `Cn1c(=O)cc(SCC(=O)NCC2CCCO2)c2ccccc21` (stereo not drawn)?
APP 5UTR inh: -2; APP 5'UTR act: 2; STAT3 inh: 8; STAT1 activator: 102; STAT1 inh: -3; Hsp70 activator: -0.1; STAT3 activator: 96; NF-kB expr up: 1; RAM inhibit: -0.3; FLuc inh counter: 1

How did C/C(=N\N=c1/sc2ccccc2n1C)c1ccc(N2CCOCC2)cc1 do in these assays?
APP 5UTR inh: 0; APP 5'UTR act: 0; STAT3 inh: -11; STAT1 activator: 102; STAT1 inh: -4; Hsp70 activator: 0.7; STAT3 activator: 111; NF-kB expr up: 1.4; RAM inhibit: 3.9; FLuc inh counter: 43

How did CN(CC(=O)Nc1ccc(Cl)c(C(F)(F)F)c1)Cc1cc(=O)n2ccsc2n1 do in these assays?
APP 5UTR inh: 1; APP 5'UTR act: -1; STAT3 inh: 6; STAT1 activator: 91; STAT1 inh: 10; Hsp70 activator: -0.3; STAT3 activator: 100; NF-kB expr up: 0.93; RAM inhibit: -0.1; FLuc inh counter: -9

How did COc1ccc(CNC(=O)C(c2ccco2)N(C(=O)c2ccccn2)c2ccccc2)cc1 (stereo not drawn) do in these assays?
APP 5UTR inh: -14; APP 5'UTR act: 14; STAT3 inh: 4; STAT1 activator: 99; STAT1 inh: 0; Hsp70 activator: 0.0; STAT3 activator: 98; NF-kB expr up: 0.78; RAM inhibit: 1.1; FLuc inh counter: -4

Results for O=C(Nc1ccc(-c2noc(COc3ccccc3Cl)n2)cc1)c1ccco1 ?
APP 5UTR inh: -76; APP 5'UTR act: 76; STAT3 inh: 18; STAT1 activator: 132*; STAT1 inh: -34; Hsp70 activator: -0.1; STAT3 activator: 87; NF-kB expr up: 1.9; RAM inhibit: 2.2; FLuc inh counter: 36

What do the screens show for `COCCOc1cc(N2C(=O)CSCC2=O)c(Cl)cc1Cl`?
APP 5UTR inh: 11; APP 5'UTR act: -11; STAT3 inh: 10; STAT1 activator: 92; STAT1 inh: 9; Hsp70 activator: -0.3; STAT3 activator: 98; NF-kB expr up: 0.88; RAM inhibit: 3.3; FLuc inh counter: -9

How did Cn1cnc(C(F)(F)F)c1-c1ccc([N+](=O)[O-])cc1 do in these assays?
APP 5UTR inh: -7; APP 5'UTR act: 7; STAT3 inh: -4; STAT1 activator: 97; STAT1 inh: 4; Hsp70 activator: -0.1; STAT3 activator: 106; NF-kB expr up: 1.2; RAM inhibit: 1.8; FLuc inh counter: -12

What do the screens show for `CC(C)Cn1c(SC(C)C(=O)Nc2ccc3c(c2)OCCO3)nc2ccccc2c1=O` (stereo not drawn)?
APP 5UTR inh: 3; APP 5'UTR act: -3; STAT3 inh: 9; STAT1 activator: 91; STAT1 inh: 10; Hsp70 activator: 0.0; STAT3 activator: 97; NF-kB expr up: 0.65; RAM inhibit: 3.1; FLuc inh counter: -1

Results for Cc1ccc(/C=N/NC(=O)CNC(=O)Cc2ccccc2)o1 ?
APP 5UTR inh: -17; APP 5'UTR act: 17; STAT3 inh: 0; STAT1 activator: 95; STAT1 inh: 5; Hsp70 activator: 0.5; STAT3 activator: 99; NF-kB expr up: 1.2; RAM inhibit: 0.1; FLuc inh counter: -2

What do the screens show for `COc1ccc(-c2cc(C(=O)NC(Cc3cc4ccccc4[nH]3)C(=O)O)c(C)o2)cc1OC` (stereo not drawn)?
APP 5UTR inh: 8; APP 5'UTR act: -8; STAT3 inh: -20; STAT1 activator: 108; STAT1 inh: -11; Hsp70 activator: -0.3; STAT3 activator: 122; NF-kB expr up: 1.4; RAM inhibit: 1.7; FLuc inh counter: -1

Results for CCOC(=O)c1c2c(c(=S)n(-c3ccccc3)c1N)CCC2 ?
APP 5UTR inh: -3; APP 5'UTR act: 3; STAT3 inh: 5; STAT1 activator: 102; STAT1 inh: -2; Hsp70 activator: 0.1; STAT3 activator: 96; NF-kB expr up: 0.89; RAM inhibit: 2.4; FLuc inh counter: -2

What do the screens show for `CS/C(=C\[N+](=O)[O-])Nc1ccccc1`?
APP 5UTR inh: -8; APP 5'UTR act: 8; STAT3 inh: -4; STAT1 activator: 100; STAT1 inh: -1; Hsp70 activator: -0.4; STAT3 activator: 103; NF-kB expr up: 1.4; RAM inhibit: 3.2; FLuc inh counter: -8

What do the screens show for `CCn1c2ccccc2c2cc(NC(=O)N3CCOCC3)ccc21`?
APP 5UTR inh: -20; APP 5'UTR act: 20; STAT3 inh: -10; STAT1 activator: 118; STAT1 inh: -28; Hsp70 activator: 0.7; STAT3 activator: 109; NF-kB expr up: 1.5; RAM inhibit: 4.2; FLuc inh counter: 4

What do the screens show for `O=C(NC1CCCCC1)c1ccc(N2CCCC2=O)cc1`?
APP 5UTR inh: -3; APP 5'UTR act: 3; STAT3 inh: 19; STAT1 activator: 116; STAT1 inh: -17; Hsp70 activator: 0.3; STAT3 activator: 90; NF-kB expr up: 1.5; RAM inhibit: 0.1; FLuc inh counter: 4

What do the screens show for `COc1ccc(/C=C/C(=O)OCC(=O)Nc2ccc(OC)c(S(=O)(=O)N3CCCCC3)c2)cc1`?
APP 5UTR inh: -1; APP 5'UTR act: 1; STAT3 inh: -3; STAT1 activator: 98; STAT1 inh: 2; Hsp70 activator: -0.6; STAT3 activator: 99; NF-kB expr up: 1.1; RAM inhibit: 3.2; FLuc inh counter: 16

How did COc1cccc(C(=O)NC(c2ccccc2)C2CCCC2)c1 (stereo not drawn) do in these assays?
APP 5UTR inh: 2; APP 5'UTR act: -2; STAT3 inh: 1; STAT1 activator: 101; STAT1 inh: -2; Hsp70 activator: 0.1; STAT3 activator: 106; NF-kB expr up: 1.1; RAM inhibit: 3.9; FLuc inh counter: -5

How did Cc1ccc(-c2csc(NC(=O)/C=C/c3ccco3)c2C(=O)O)cc1 do in these assays?
APP 5UTR inh: -63; APP 5'UTR act: 63; STAT3 inh: 11; STAT1 activator: 138*; STAT1 inh: -41; Hsp70 activator: 0.1; STAT3 activator: 98; NF-kB expr up: 1.7; RAM inhibit: 3.2; FLuc inh counter: 64*

Results for OCCCc1nc2n(n1)C(c1cccs1)C=C(c1ccc(Br)cc1)N2 (stereo not drawn) ?
APP 5UTR inh: -5; APP 5'UTR act: 5; STAT3 inh: 35; STAT1 activator: 104; STAT1 inh: -5; Hsp70 activator: 0.0; STAT3 activator: 77; NF-kB expr up: 0.7; RAM inhibit: 1.7; FLuc inh counter: -7

How did COc1ccc(NC(=O)C(C)N2C(=O)c3ccccc3C2=O)cc1S(=O)(=O)N1CCOCC1 (stereo not drawn) do in these assays?
APP 5UTR inh: 8; APP 5'UTR act: -8; STAT3 inh: 4; STAT1 activator: 98; STAT1 inh: 1; Hsp70 activator: -0.3; STAT3 activator: 107; NF-kB expr up: 1.4; RAM inhibit: 1.2; FLuc inh counter: -2

Results for CCOc1ccccc1C1C(C(N)=O)=C(C)Nc2nc(CCCO)nn21 (stereo not drawn) ?
APP 5UTR inh: -3; APP 5'UTR act: 3; STAT3 inh: 7; STAT1 activator: 103; STAT1 inh: -3; Hsp70 activator: -0.2; STAT3 activator: 101; NF-kB expr up: 1.1; RAM inhibit: -0.1; FLuc inh counter: 0

What do the screens show for `CN=C1SC(CC(=O)NCCc2ccc(OC)c(OC)c2)C(=O)N1C` (stereo not drawn)?
APP 5UTR inh: -3; APP 5'UTR act: 3; STAT3 inh: -1; STAT1 activator: 100; STAT1 inh: 0; Hsp70 activator: 0.1; STAT3 activator: 105; NF-kB expr up: 1.3; RAM inhibit: 0.5; FLuc inh counter: -6

Results for CCN1C(=O)C2C(c3ccccc3F)NC(Cc3ccc(O)cc3)(C(=O)OC)C2C1=O (stereo not drawn) ?
APP 5UTR inh: 4; APP 5'UTR act: -4; STAT3 inh: 12; STAT1 activator: 91; STAT1 inh: 10; Hsp70 activator: -0.3; STAT3 activator: 91; NF-kB expr up: 0.88; RAM inhibit: 0.9; FLuc inh counter: -8

Results for COc1cc(C(C)=O)ccc1OC(=O)c1cc2cccc(OC)c2oc1=O ?
APP 5UTR inh: -8; APP 5'UTR act: 8; STAT3 inh: 0; STAT1 activator: 101; STAT1 inh: -3; Hsp70 activator: -0.5; STAT3 activator: 106; NF-kB expr up: 1.6; RAM inhibit: 1.8; FLuc inh counter: -8

How did COc1ccc2c(c1)oc(=O)c1c3ccccc3[nH]c21 do in these assays?
APP 5UTR inh: -73; APP 5'UTR act: 73; STAT3 inh: 60*; STAT1 activator: 128; STAT1 inh: -32; Hsp70 activator: 0.3; STAT3 activator: 53; NF-kB expr up: 1; RAM inhibit: 5.1; FLuc inh counter: 26

What do the screens show for `CCN(CC)S(=O)(=O)c1ccc(Cl)c(C(=O)Nc2cc(C)nn2-c2ccccc2)c1`?
APP 5UTR inh: 3; APP 5'UTR act: -3; STAT3 inh: 14; STAT1 activator: 88; STAT1 inh: 14; Hsp70 activator: -0.4; STAT3 activator: 90; NF-kB expr up: 0.87; RAM inhibit: -0.8; FLuc inh counter: -2
